LMPTP inh = LMPTP (human) inhibition; P24666; inhibition, % at 20 µM; 360,000 tested, 0.22% active; recombinant LMPTP-A, OMFP fluorogenic substrate, fluorescence intensity;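 active = compounds that cut the enzyme signal by at least half of the control window in the single-dose screen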;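 note: plate controls were DMSO wells with enzyme plus substrate for no effect and substrate without enzyme for full effect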
Target sequence (P24666 whole entry, looked up): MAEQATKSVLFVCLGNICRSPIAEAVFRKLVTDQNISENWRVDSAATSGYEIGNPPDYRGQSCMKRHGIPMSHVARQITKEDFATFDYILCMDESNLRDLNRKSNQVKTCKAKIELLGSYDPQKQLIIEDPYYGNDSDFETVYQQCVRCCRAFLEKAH
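Assay system: LMPTP-A enzyme. Input: 0.625 nM LMPTP-A final. Probe or stimulus: 400 µM OMFP. Compound dosing: single 20 µM dose. Schedule: 50 min dark incubation at room temperature. Detection: fluorescence intensity of OMFP turnover product. Read-out: percent inhibition versus substrate-only and uninhibited controls. Benchmarks: no-enzyme low control, uninhibited high control.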
DNMT1 block = blocks human DNA methyltransferase DNMT1 | 360,000 tested, 0.83% active | inhibition (reported as % activation of signal), % at 10 µM | P26358 | DNMT1 molecular beacon, Hinp1I cleavage, fluorescence | AID 588458; in the data active = inhibition above about 50%
NadD block = blocks S. aureus nicotinate mononucleotide adenylyltransferase; purified NadD enzyme, colorimetric absorbance read-out; inhibition, % at 20 µM; 360,000 tested, 0.78% active; in the data active = inhibition above about 26%; note: some compounds past the cut are filed as inactive
STEP inh = STEP (human) phosphatase inhibition. P54829. recombinant STEP, OMFP fluorogenic substrate, fluorescence. inhibition, % at 20 µM. 360,000 tested, 0.25% active;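 active = inhibition at 20 µM, scaled per plate between control wells, above about 37%, limit read from the data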;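 note: 0% = DMSO with enzyme and substrate and 100% = substrate only without enzyme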
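Material: STEP (striatal-enriched tyrosine phosphatase) enzyme, cell-free | Medium: 50 mM Bis-Tris pH 6.0 with 2.5 mM DTT and 0.005% Tween 20 | Read-out: Percent inhibition scaled to no-enzyme and uninhibited-enzyme controls, plate-pattern corrected | Signal: Fluorescence read at 480 nm ex / 540 nm em | Times: 20 min reaction, room temperature, in the dark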
Rpn11 inh = blocks the human proteasome subunit Rpn11 | human 26S proteasome, Ub4-pepOG fluorescence polarization; 20S core pre-blocked with epoxomicin | AID 588493 | 360,000 tested, 0.59% active | calls only at 20 µM;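 active = inhibition at 20 µM, scaled to each plate's controls, above about 33%, limit read from the data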
Target sequence (O00487 whole entry, looked up): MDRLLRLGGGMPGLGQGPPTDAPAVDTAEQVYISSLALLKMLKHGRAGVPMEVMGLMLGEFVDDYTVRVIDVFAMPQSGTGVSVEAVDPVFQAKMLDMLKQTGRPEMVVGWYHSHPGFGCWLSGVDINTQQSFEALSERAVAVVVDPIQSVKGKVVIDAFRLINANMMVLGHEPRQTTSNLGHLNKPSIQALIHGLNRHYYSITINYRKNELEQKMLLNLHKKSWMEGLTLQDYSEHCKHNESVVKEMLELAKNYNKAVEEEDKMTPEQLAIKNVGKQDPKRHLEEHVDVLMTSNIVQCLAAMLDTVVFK
SUMO1-SIM PPI = SUMO1-SIM interaction modulation; P63165; inhibition, % at 20 µM; 360,000 tested, 0.33% active; SUMO1 binding to a labelled peptide, TR-FRET, 1 h; in the data active = inhibition above about 37%
Target sequence (P63165 whole entry, looked up): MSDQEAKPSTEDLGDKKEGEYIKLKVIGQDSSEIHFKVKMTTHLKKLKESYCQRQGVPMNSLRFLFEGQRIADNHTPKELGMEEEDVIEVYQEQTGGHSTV
Scp1 inh = blocks human Scp-1 phosphatase activity | Q9GZU7 | Recombinant Scp1, phosphopeptide, malachite green phosphate absorbance | inhibition, % at 20 µM | 340,000 tested, 0.88% active | AID 493091;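 active = inhibition above about 50% at 20 µM, limit read from the data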;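 note: plate controls were DMSO wells with enzyme for no effect and wells lacking enzyme for full effect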
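Test system: SCP-1 phosphatase catalytic domain, residues 76-261 | Compound dosing: One concentration, 20 µM, with 1.0% DMSO | Schedule: 45 min room-temperature reaction, 5 min colour, 30 min stabiliser | Detection: Absorbance at 630 nm | Read-out basis: % inhibition of SCP-1 phosphate liberation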
TbMetRS inhib = blocks T. brucei methionyl-tRNA synthetase activity; purified T. brucei MetRS, ATP depletion, Kinase-Glo luminescence; inhibition, % at 11.9 µM; 360,000 tested, 0.4% active; AID 624268;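 active = inhibition above a per-plate cutoff of the control wells' mean inhibition plus 3 SD, cut at about 5.5% in these data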;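 note: 0% = DMSO wells median and 100% = median of wells with control inhibitor compound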
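Assay system: T. brucei methionyl-tRNA synthetase, purified | Medium: HEPES buffer with MgCl2, KCl, DTT, spermine, BSA, pyrophosphatase | Compound: 11.9 µM single point | Incubation: 15 min enzyme-compound preincubation, 2 h reaction, 10 min detection, 25 °C | Measured by: Kinase-Glo luciferase luminescence reporting remaining unconsumed ATP | Measure: % inhibition normalized to control-well medians | Replication: Singlicate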
CSN inh = CSN deneddylation inhibition. Q92905. Purified CSN, SCF-Nedd8-OG deneddylation, fluorescence polarization. inhibition, % at 12.5 µM. 360,000 tested, 0.38% active. AID 651999;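 active = pattern-corrected inhibition above about 35%, with an unprinted fluorescence ratio check between 0.5 and 1.5, limit read from the data, passing the limit was not always enough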;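 note: 0% = enzyme with substrate and 100% = substrate without enzyme; some results filed as inactive read as strong as hits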
Target sequence (Q92905 whole entry, looked up, one chain of several): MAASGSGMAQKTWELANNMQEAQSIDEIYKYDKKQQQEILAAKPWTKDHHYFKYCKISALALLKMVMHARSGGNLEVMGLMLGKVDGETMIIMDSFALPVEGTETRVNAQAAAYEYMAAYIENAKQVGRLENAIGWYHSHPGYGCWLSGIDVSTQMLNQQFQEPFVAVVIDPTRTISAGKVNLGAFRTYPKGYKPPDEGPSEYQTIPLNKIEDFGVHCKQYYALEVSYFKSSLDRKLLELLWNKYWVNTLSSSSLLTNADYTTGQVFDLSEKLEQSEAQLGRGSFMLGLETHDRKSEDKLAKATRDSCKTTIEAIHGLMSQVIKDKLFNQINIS
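Test system: purified human Csn5 enzyme expressed in HEK293T cells. Amount: 0.24 nM enzyme. Reagent: SCFSkp2-Nedd8OG substrate at 10 nM final. Schedule: 90 min incubation of compound, enzyme and substrate at room temperature. Detection: fluorescence polarization. Read-out: % inhibition of substrate cleavage by Csn5.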
PABP1 MLLE inh = inhibitors of microRNA-mediated deadenylation, human PABP1 MLLE binding | P11940 | GST-MLLE / FITC-PAM2 fluorescence polarization | inhibition, % at 20 µM | 360,000 tested, 0.36% active | AID 588489; in the data active = inhibition above about 35%, passing the limit was not always enough;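 note: plate controls were DMSO wells with GST-MLLE for no effect and wells lacking GST-MLLE protein for full effect; some results filed as inactive read as strong as hits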
Numbers without * were called inactive; i = inactive; / = no result given.

smiles,LMPTP inh,DNMT1 block,NadD block,STEP inh,Rpn11 inh,SUMO1-SIM PPI,Scp1 inh,TbMetRS inhib,CSN inh,PABP1 MLLE inh
Cc1nc(C(F)(F)F)ccc1C(=O)N1CCC1(C)C(=O)NS(=O)(=O)c1ccc(F)cc1F (stereo not drawn),-1.2,-4,0,-2,i,-2,/,-0.4,-6,6
CCOC(=O)c1[nH]c2ccc(OC)cc2c1NC(=S)N1CCN(c2cccc(Cl)c2)CC1,3.7,2,6,1,i,-2,-8,0.2,-1,-13
CCOC(=O)c1c(C)[nH]c(C(=O)COC(=O)[C@H](C)N2C(=O)C3CCCCC3C2=O)c1C (stereo partly drawn),0.4,-4,0,-2,i,-3,-7,-0.2,3,-13
Cc1c(C)c2ccc(OCC(=O)N3CCN(c4ccccc4)CC3)cc2oc1=O,0.4,1,-12,3,i,-6,-4,-0.7,4,-12
CCOC(=O)N1CCN(C(=O)C(CC(C)C)NS(=O)(=O)c2ccc3c(c2)oc(=O)n3C)CC1 (stereo not drawn),-2.1,1,9,-3,i,-5,-8,0.2,-2,0
O=C(NCCCn1ccnc1)C(=O)NCc1ccc(Cl)cc1,-8.8,5,-3,-2,i,-6,-9,-0.9,2,1
O=C(CNS(=O)(=O)c1cccc(C(F)(F)F)c1)Nc1ccccc1F,0.3,1,-2,-3,i,-1,-2,-0.9,-1,2
COc1ccc(OC)c(CN2CCN(C(=O)c3cccc(S(=O)(=O)Nc4ccccc4OC)c3)CC2)c1,-9.9,-4,-2,-2,i,-26,-10,-0.5,3,2
CCC(C)c1ccc(C(C)NC(=S)NCc2ccc(F)cc2)cc1 (stereo not drawn),2.4,-6,-3,-2,i,-4,7,-0.8,-5,-48
O=C(Nc1ccc(Br)cc1F)c1ccc2c(c1)N(Cc1ccccc1)C(=O)CS2=O (stereo not drawn),2.0,-2,12,2,i,8,-12,1.7,-1,6
CCC(CC)NC(=O)c1ccc2c(c1)OCCO2,-1.0,-1,-3,2,i,1,-7,0.2,6,7
O=C(Nc1ccc(Br)cc1)c1cccc(N2C(=O)C3C4CCC(C4)C3C2=O)c1 (stereo not drawn),-0.2,-4,-15,4,i,1,-7,-0.1,-8,-3
O=C(CN1C(=O)c2cccc3cccc1c23)NCc1cccnc1,1.3,-1,-2,0,i,-18,-2,-0.6,1,7
Cn1c(N2C(=O)CC(Cc3ccccc3)C2=O)nc2ccccc21 (stereo not drawn),0.6,0,-3,-1,i,3,1,0.0,-6,10
CN1CCN(S(=O)(=O)c2cccc(C(=O)N(Cc3ccccc3)c3ccccc3)c2)CC1,-0.9,3,-7,-2,i,8,-2,-1.0,1,-2

Some of the entries so far, with values under each structure.
Every second line gives: LMPTP inh, DNMT1 block, NadD block, STEP inh, Rpn11 inh, SUMO1-SIM PPI, Scp1 inh, TbMetRS inhib, CSN inh, PABP1 MLLE inh
COc1ccc(OC)c(CN2CCN(C(=O)c3cccc(S(=O)(=O)Nc4ccccc4OC)c3)CC2)c1
→ -9.9, -4, -2, -2, i, -26, -10, -0.5, 3, 2
CCC(C)c1ccc(C(C)NC(=S)NCc2ccc(F)cc2)cc1 (stereo not drawn)
→ 2.4, -6, -3, -2, i, -4, 7, -0.8, -5, -48
O=C(Nc1ccc(Br)cc1F)c1ccc2c(c1)N(Cc1ccccc1)C(=O)CS2=O (stereo not drawn)
→ 2.0, -2, 12, 2, i, 8, -12, 1.7, -1, 6
CCC(CC)NC(=O)c1ccc2c(c1)OCCO2
→ -1.0, -1, -3, 2, i, 1, -7, 0.2, 6, 7
O=C(Nc1ccc(Br)cc1)c1cccc(N2C(=O)C3C4CCC(C4)C3C2=O)c1 (stereo not drawn)
→ -0.2, -4, -15, 4, i, 1, -7, -0.1, -8, -3
O=C(CN1C(=O)c2cccc3cccc1c23)NCc1cccnc1
→ 1.3, -1, -2, 0, i, -18, -2, -0.6, 1, 7
Cn1c(N2C(=O)CC(Cc3ccccc3)C2=O)nc2ccccc21 (stereo not drawn)
→ 0.6, 0, -3, -1, i, 3, 1, 0.0, -6, 10
CN1CCN(S(=O)(=O)c2cccc(C(=O)N(Cc3ccccc3)c3ccccc3)c2)CC1
→ -0.9, 3, -7, -2, i, 8, -2, -1.0, 1, -2

The list goes on.
smiles,LMPTP inh,DNMT1 block,NadD block,STEP inh,Rpn11 inh,SUMO1-SIM PPI,Scp1 inh,TbMetRS inhib,CSN inh,PABP1 MLLE inh
CCNC(=O)C1CC(=O)OC12CCCCC2 (stereo not drawn),-0.6,4,-1,-14,i,2,5,-1.0,-1,-11
CCc1cccc(NC(=O)c2ccc(Br)o2)c1,1.3,-3,-2,5,i,-1,8,-0.1,5,7
CC(=O)Nc1ccc(NC(=O)C(C)OC(=O)CCC(=O)c2ccc(F)cc2)cc1 (stereo not drawn),-0.8,4,1,4,i,0,-9,0.1,-5,-29
CCCCn1c(N)c(N(CC)C(=O)c2ccc(C#N)cc2)c(=O)[nH]c1=O,-0.7,2,-1,0,i,1,-8,-0.1,4,-10
COc1ncccc1C(=O)N1CCCC(C(=O)Nc2cccc(-c3ccc(F)cc3)c2)C1 (stereo not drawn),-0.1,-4,-6,0,i,16,/,-0.1,1,2
O=C(Cc1cccc(NC(=O)C2CCCN(C(=O)CCc3ccccc3)C2)c1)Nc1ccc(C(=O)N2CCCCC2)cc1 (stereo not drawn),1.1,-3,7,-1,i,1,12,1.0,0,-15
CC(=O)c1c(C)[nH]c(C(=O)Nc2cc(S(=O)(=O)N3CCCCC3)ccc2C)c1C,1.3,-3,7,-4,i,-3,3,-0.2,1,-14
CCCCOc1ccc(-c2csc(N)n2)cc1[N+](=O)[O-],1.7,-11,6,0,i,-15,-5,0.7,-6,22
O=C(Nc1nc(-c2cccc(Br)c2)cs1)Oc1ccccc1,-0.8,3,8,0,i,3,0,-1.1,7,6
O=C1CCC([N+](=O)[O-])C(c2ccccc2C(F)(F)F)N1 (stereo not drawn),0.2,2,-4,1,i,-2,-7,-1.1,6,-3
O=C1C=C(OCCCl)CC(c2cccc(Cl)c2)O1 (stereo not drawn),0.2,/,/,/,/,3,/,0.2,5,/
O=C(OCCOc1ccccc1F)c1cccc(S(=O)(=O)N2CCOCC2)c1,-0.3,3,-4,-2,i,0,-1,0.0,1,0
COc1ccc2c(c1)oc1c(SCc3nc4ccccc4[nH]3)nc(C)nc12,2.7,-8,-1,9,i,-13,-3,0.2,-4,-5
CCN1CCSc2ccc(C(=O)NCc3ccc(OC(C)C)cc3)cc21,3.2,-7,0,0,i,-2,-9,-0.6,-5,-5
Cc1ccc(S(=O)(=O)N2CCC(C(=O)Nc3cc(C(F)(F)F)ccc3N3CCOCC3)CC2)cc1C,3.4,0,-4,2,i,-2,-9,-0.3,-3,-14
Cc1ccc(OCC(=O)NNC(=O)[C@@H]2CCCC[C@@H]2C(=O)O)c(Br)c1,0.4,3,2,2,i,-3,-11,-0.2,3,4
CN(CCc1ccccn1)C(=O)CCC1CCCN(Cc2ccccc2OC(F)F)C1 (stereo not drawn),-0.9,0,-8,0,i,2,4,-0.8,-3,19
Cc1nonc1CN(C)C(=O)CC1C(=O)NCCN1Cc1ccccc1C(F)(F)F (stereo not drawn),-0.8,-7,-5,1,i,-1,-6,0.1,-1,1
O=C(NCC1CCCO1)C1CC(=O)N(c2ccccc2)C1 (stereo not drawn),0.2,0,-4,-2,i,1,9,-0.7,1,-13
O=C(NC1CCCCC1)c1ccc2c(c1)OCO2,0.8,0,-7,-2,i,3,-4,0.6,-4,7
CCN1C(=O)[C@H]2[C@@H](c3ccc(Cl)cc3)N3C(=O)CN(CC4CC4)C(=O)[C@@]3(C)[C@H]2C1=O,-0.7,14,1,-2,i,4,-3,-0.2,10,5
CCc1ccc(NC(=O)CSCc2ccc(C(=O)O)cc2)cc1,0.7,13,-2,-2,i,1,3,-0.8,4,-1
CNCCOc1ccccc1C(C)(C)C,-2.2,0,-5,4,i,1,-13,-0.5,-3,-20
COCc1cc(=O)n2[nH]cc(-c3ccccc3)c2n1,-2.4,5,4,-4,i,7,-6,-1.1,-3,-4
O=C(CN(Cc1ccc(F)cc1)C(=O)CCC(=O)Nc1nccs1)NCC1CCCO1 (stereo not drawn),-2.3,1,1,0,i,0,4,-1.1,2,4
O=C(NCc1cccc2[nH]ccc12)C1CCC(=O)N(CCc2ccc(Cl)cc2)C1 (stereo not drawn),0.6,-1,-6,-2,i,9,-13,0.1,-2,2
O=C(CN1CCN(c2ccccc2)CC1)Nc1ccc(OCc2ccccc2)cc1,2.5,-10,-2,0,i,-2,-6,-0.3,4,3
O=C(Nc1nnc(CCc2ccccc2)s1)c1ccccc1F,0.1,1,-8,-1,i,6,-12,-0.5,1,-6
CC(=O)N(C)c1ccc(N2CCOCC2)c2c1C(=O)c1ccccc1C2=O,6.8,7,-2,-1,i,-36,-2,-1.2,1,6
O=C(c1ccccc1)N1CCN(Cc2ccccc2C(F)(F)F)CC1,0.4,3,3,0,i,0,-11,-0.7,1,7
COc1ccc(OC)c(NC(=O)CCCN2C(=O)C3C4C=CC(C4)C3C2=O)c1 (stereo not drawn),-0.3,-5,1,9,i,-2,-5,-0.5,0,4
CS(=O)(=O)Nc1cccc(C2=NN(C(=O)CCC(=O)O)C(c3cccs3)C2)c1 (stereo not drawn),-1.2,-2,-2,0,i,-5,11,-0.7,3,-7
CC(C)[C@H](NC(=O)Nc1ccc(Oc2ccccc2)cc1)C(=O)O,0.5,0,1,0,i,2,-1,-0.4,3,23

Compound activity: PubChem, several laboratories
